GAA850 FXN act – increases GAA850 frataxin promoter reporter activity; HEK293 lucGAA850 FXN promoter luciferase reporter, 24 h; percent of 10 µM SAHA response; activation, % at 6 µM; actives 0.56% (n = 360,000);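 active = activation above the average of all compounds screened plus 3 SD, cutoff fixed separately per campaign, cut at about 7.5% in these data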;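 also: 0% = DMSO wells and 100% = 10 µM SAHA wells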
ASAP1 GAP inh – inhibitors of human ASAP1 ArfGAP activity. inhibition, % at 16.5 µM. actives 0.19% (n = 360,000). Q9ULH1. ASAP1-stimulated ARF1 GTP hydrolysis, GDP FP detection. AID 624377; in the data active = inhibition above about 25%;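 also: 0% = vehicle with enzyme and substrate and 100% = no enzyme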
rCAG binder – binds r(CAG) RNA repeats | r(CAG) RNA repeat, TO-PRO-1 dye displacement fluorescence | inhibition, % at 3 µM | actives 1.3% (n = 370,000);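 active = inhibition above the plate cutoff, the mean of all test compounds on that plate plus 3 SD, cut at about 35% in these data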;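 also: 0% = DMSO alone and 100% = 100 µM mitoxantrone as full dye displacement; higher means more dye released from RNA so lower well fluorescence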
KLK7 zymogen act – activates the human kallikrein-7 zymogen; purified proKLK7, EDANS-DABCYL substrate fluorescence; 100% is mature enzyme control, 0% vehicle; P49862; actives 0.9% (n = 370,000); activation, % at 7 µM;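 active = activation above the mean of all tested compounds plus 3 SD, computed per campaign excluding outliers beyond control limits, cut at about 13% in these data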
Target sequence (P49862 whole entry, looked up): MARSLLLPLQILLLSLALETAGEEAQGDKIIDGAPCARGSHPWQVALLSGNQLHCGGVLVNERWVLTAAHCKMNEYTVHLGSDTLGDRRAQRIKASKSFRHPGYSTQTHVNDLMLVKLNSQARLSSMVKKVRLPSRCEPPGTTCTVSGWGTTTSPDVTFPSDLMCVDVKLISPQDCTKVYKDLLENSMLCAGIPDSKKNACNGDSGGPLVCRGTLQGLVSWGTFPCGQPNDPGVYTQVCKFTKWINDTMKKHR
sPLA2-III inh – Inhibits HGIII-sPLA2 liposome hydrolysis, primary screen; Q9NZ20; QFRET BODIPY PC-A2 liposome hydrolysis, fluorescence; inhibition, % at 12.2 µM; actives 0.56% (n = 370,000); AID 743126;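 active = inhibition above mean plus 3 SD of compounds lying within the high and low control bounds, cut at about 19% in these data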;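 also: 0% = median of test compound wells and 100% = no enzyme DMSO wells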
NPR1 activator – GC-A (human) enzyme activation. actives 0.14% (n = 370,000). AID 1671463. activation, % at 10 µM. HEK293 GC-A cells, cGMP TR-FRET, EC30 ANP; 0% at EC30 ANP, 100% saturating ANP. P16066; in the data active = activation above about 40%
ARFGAP1 inhibitor – inhibits rat ARF GTPase activating protein 1. Q62848. Arfgap1-stimulated ARF1 GTP hydrolysis, GDP FP detection. inhibition, % at 16.5 µM. actives 0.26% (n = 360,000). AID 651572;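 active = inhibition above a per-plate limit, mean inhibition of low control wells plus 3 SD, cut at about 25% in these data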;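 also: 0% = DMSO wells with enzyme and 100% = wells lacking Arfgap1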
Target sequence (Q62848 1-136 limits assumed): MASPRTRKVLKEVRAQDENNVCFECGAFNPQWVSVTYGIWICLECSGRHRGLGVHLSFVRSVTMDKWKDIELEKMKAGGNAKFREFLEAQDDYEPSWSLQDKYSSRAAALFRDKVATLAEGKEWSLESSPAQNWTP
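Material: rat Arfgap1 catalytic domain, aa 1-136; also added: human ARF1(Δ1-17)-GTP substrate; compound dosing: one concentration, 16.5 µM, DMSO 1.26%; incubation: GTP hydrolysis reaction 2 h at 25 °C; measured by: Tracer-displacement fluorescence polarization with EDTA stop, 620/688 nm; evaluation: % inhibition from polarization; repeats: one replicate per compound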
GC-B act – GC-B (human) receptor activation | P20594 | HEK293-GC-B cells, CNP EC30, cGMP TR-FRET; 0% at EC30 CNP, 100% saturating CNP | activation, % at 10 µM | actives 0.11% (n = 370,000) | AID 1920062;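 active = activation at 10 µM reaching about 35% in either raw or pattern-adjusted values, limit read from the data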
DDE Tn6 FP inh – disrupts Tn6 cyclic peptide binding to fibrin D-Dimer-E complex; P02675; Fibrin DD(E) TRITC-Tn6 fluorescence polarization displacement; inhibition, % at 8.3 µM; actives 0.21% (n = 370,000); AID 720509;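 active = inhibition above a per-campaign cutoff: mean of compounds within control limits plus 3 SD, cut at about 15% in these data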;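 also: 0% = median of all compound wells on the plate and 100% = blocking peptide control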
Target sequence (P02675 whole entry, looked up): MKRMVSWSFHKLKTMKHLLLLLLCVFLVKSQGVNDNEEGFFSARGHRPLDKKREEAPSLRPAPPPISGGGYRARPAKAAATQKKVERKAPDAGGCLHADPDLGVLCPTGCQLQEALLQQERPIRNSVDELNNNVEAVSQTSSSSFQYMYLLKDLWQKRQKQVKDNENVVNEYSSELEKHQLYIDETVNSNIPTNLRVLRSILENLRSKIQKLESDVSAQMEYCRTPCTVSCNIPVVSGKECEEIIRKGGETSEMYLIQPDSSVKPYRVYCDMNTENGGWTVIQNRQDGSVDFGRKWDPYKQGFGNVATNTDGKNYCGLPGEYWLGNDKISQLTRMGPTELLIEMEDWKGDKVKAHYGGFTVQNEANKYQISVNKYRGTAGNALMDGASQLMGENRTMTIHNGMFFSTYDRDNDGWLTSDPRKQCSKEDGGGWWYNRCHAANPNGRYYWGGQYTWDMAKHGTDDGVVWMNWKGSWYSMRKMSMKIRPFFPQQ
ADAM10 inh – inhibits human ADAM10. O14672. AID 720582. inhibition, % at 7 µM. actives 0.62% (n = 370,000). recombinant ADAM10, EDANS/DABCYL FRET peptide cleavage, 3 h;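 active = inhibition above a per-campaign cutoff equal to the mean of compounds falling between control-based bounds plus 3 SD, cut at about 20% in these data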;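 also: 0% = DMSO wells while the 100% control is not disclosed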
* hit, by the source's call; · = no result given. Hits appear at their usual frequency; any-hit rate near 4.5%.

SMILES | GAA850 FXN act | ASAP1 GAP inh | rCAG binder | KLK7 zymogen act | sPLA2-III inh | NPR1 activator | ARFGAP1 inhibitor | GC-B act | DDE Tn6 FP inh | ADAM10 inh
CS(=O)(=O)Nc1ccc(F)cc1 | · | -7 | 1 | -0.3 | 0 | 1 | 4 | -1 | 3 | -6
O=C(CCc1ccc(S(=O)(=O)N2CCOCC2)cc1)N/N=C/c1ccc(O)c(O)c1O | 0.0 | -9 | 40* | -1.2 | -2 | -2 | 0 | 2 | 3 | -4
Cc1ccc(C(=O)NCCn2cc(SCC(=O)Nc3cc(C)on3)c3ccccc32)cc1 | -7.3 | -3 | 0 | 0.1 | -14 | -4 | -2 | -6 | -11 | 2
CCOC(=O)C1CCCN(C(=O)c2cc(Nc3ccc(OC)c(OC)c3)nc3ccccc23)C1 (stereo not given) | 2.9 | 1 | -6 | 2.0 | -29 | 4 | 1 | 6 | 2 | 3
CC(=O)c1cccc(NC(=S)NC(=O)c2cncc(Br)c2)c1 | 3.4 | -3 | -2 | 0.9 | 12 | -3 | 1 | 0 | -1 | 0
O=C(NCC(c1cccs1)N1CCOCC1)C1CCN(S(=O)(=O)c2cccc(C(F)(F)F)c2)CC1 (stereo not given) | 1.0 | 7 | -5 | 0.6 | -12 | 0 | 1 | 7 | -7 | -3
CCN(CC(=O)Nc1ccc(NC(C)=O)cc1)C(=O)Cc1ccccc1F | -0.8 | 10 | -1 | 0.1 | -2 | -2 | 3 | -1 | -5 | -2
CCN(CC)c1ccc(NC(=O)CN2C(=O)CSc3ncccc32)c(C)c1 | -2.3 | 11 | 0 | 0.0 | 0 | · | -2 | · | 8 | -10
COc1ccc(CN2CCNC(=O)C2CC(=O)NCC2CCOCC2)cc1C (stereo not given) | -0.6 | -17 | 0 | 0.6 | 6 | -1 | -16 | -1 | -2 | -7
Clc1ccc(Cc2noc(Cc3ccccc3)n2)cc1Cl | 3.5 | -2 | 0 | -0.6 | -5 | 3 | -3 | -1 | -1 | 8
Cc1cc(=O)oc(C)c1C(=O)N1CCN(C)CC1 | -0.6 | 13 | 1 | 0.1 | -1 | -6 | 25* | 0 | 6 | 1
O=C(CCCl)Nc1cc(SCCO)cc([N+](=O)[O-])c1 | 0.1 | 9 | 4 | -0.1 | 7 | -2 | -2 | 3 | -6 | -4
COc1ccc(OCCOC(=O)c2nc3nccc(C)n3n2)cc1 | 3.0 | -4 | 3 | -0.2 | 3 | -2 | 5 | -6 | -1 | 7
COc1ccc(/C=N/NC(=O)c2snnc2C)c(OC)c1OC | 0.3 | -2 | 0 | -0.2 | -6 | 9 | -4 | -6 | -5 | -3
CC(C)(C)OC(=O)C[C@H]1C/C=C\C[C@@H](CC(=O)NCCO)C(=O)N[C@H](C(C)(C)C)COC1=O | -0.1 | -13 | -2 | -0.7 | 2 | 3 | 1 | -1 | -3 | -6

Complete entries, quoted from the list.
COc1ccc(OCCOC(=O)c2nc3nccc(C)n3n2)cc1 as listed: GAA850 FXN act = 3.0; ASAP1 GAP inh = -4; rCAG binder = 3; KLK7 zymogen act = -0.2; sPLA2-III inh = 3; NPR1 activator = -2; ARFGAP1 inhibitor = 5; GC-B act = -6; DDE Tn6 FP inh = -1; ADAM10 inh = 7
Clc1ccc(Cc2noc(Cc3ccccc3)n2)cc1Cl as listed: GAA850 FXN act = 3.5; ASAP1 GAP inh = -2; rCAG binder = 0; KLK7 zymogen act = -0.6; sPLA2-III inh = -5; NPR1 activator = 3; ARFGAP1 inhibitor = -3; GC-B act = -1; DDE Tn6 FP inh = -1; ADAM10 inh = 8

Next part.
SMILES | GAA850 FXN act | ASAP1 GAP inh | rCAG binder | KLK7 zymogen act | sPLA2-III inh | NPR1 activator | ARFGAP1 inhibitor | GC-B act | DDE Tn6 FP inh | ADAM10 inh
Cn1nc(C(=O)NC2CCCCC2)c2c1-c1ccccc1S(=O)(=O)C2 | 1.6 | -14 | -5 | 0.5 | 3 | 2 | -11 | -2 | -5 | 1
O=c1c2ccccc2nnn1Cc1ccc2ccccc2c1 | 4.2 | -9 | -2 | -0.4 | -9 | 2 | 2 | 2 | -5 | 0
Cc1ccc(S(=O)(=O)N2CCCCC2)cc1NC(=O)C1CC1 | 0.5 | 6 | 3 | -0.4 | 14 | -1 | 4 | 4 | -3 | -22
O=C(NCCc1ccccc1)OCc1cn(Cc2ccc(F)c(F)c2)nn1 | · | · | -2 | -0.1 | 3 | 4 | · | 3 | -2 | 3
Cc1cccc(C(=O)Nc2nnc(SCC(=O)NCc3ccco3)s2)c1 | 1.5 | 11 | 4 | -0.4 | -3 | -1 | -1 | 0 | 1 | 3
CN(C)CCN1CCN(C2CN(Cc3cn(Cc4ccc(F)cc4)nn3)S(=O)(=O)C2)CC1 (stereo not given) | · | 16 | 2 | -0.5 | 9 | -2 | -3 | 7 | -1 | -16
CN(C)S(=O)(=O)c1ccc(N2CCOCC2)nc1 | -0.1 | -21 | 1 | 0.2 | 0 | 0 | 1 | 1 | 1 | -10
O=c1cc(C(Cl)(Cl)Cl)oc2c1ccc1ccccc12 | -4.8 | -2 | 3 | 2.4 | 0 | -7 | 5 | 5 | 0 | -6
CC(C)(C)CC(=O)Nc1nnc(-c2cccs2)s1 | 2.4 | -20 | -2 | 0.1 | 1 | 7 | -4 | -4 | 1 | -18
CNS(=O)(=O)c1ccc(NC(=O)c2csc(C)c2)cc1 | 0.9 | 2 | 0 | 0.0 | -4 | 0 | 2 | -4 | 3 | -11
Cc1ccc(NC(=O)COc2coc(CN3CCN(Cc4ccccc4)CC3)cc2=O)cc1 | -0.9 | 0 | -9 | 0.4 | -6 | -2 | 0 | 3 | 5 | -2
CCN(CC)CCNCc1ccc(-c2ccc(Cl)cc2)o1 | 0.7 | -13 | -1 | 0.2 | 0 | 0 | -7 | 1 | 3 | 3
COc1ccc(O)c(/C=N/Nc2nc(Nc3ccccc3)nc(-n3nc(C)cc3C)n2)c1 | 8.7* | 11 | 12 | -17 | -5 | 9 | 39* | 1 | -18 | 14
CN(CCCNC(=O)c1cn(C)c2ccc(S(=O)(=O)N(C)C)cc2c1=O)c1ccccc1 | 0.9 | 3 | 12 | 1.0 | 1 | -3 | 6 | -4 | -5 | 4
CN1C(=O)N(CC(=O)Nc2ccc3c(c2)OCO3)C(=O)C12CCCCC2 | 2.5 | -3 | 6 | 0.1 | -4 | -3 | -6 | 1 | 8 | 2
Cc1ccc(NC(=O)COC(=O)C2COc3ccccc3O2)cc1S(=O)(=O)N1CCOCC1 (stereo not given) | 2.0 | -10 | 0 | 0.1 | 6 | 3 | 5 | 0 | -8 | 9
COC(=O)N1C[C@H](OCc2ccccc2)[C@H]2C[C@@H]1c1ccccc1O2 | · | -4 | 0 | 0.5 | 14 | -2 | 11 | 3 | 3 | -12
O=C(CCc1ccc(O)cc1)NN=Cc1ccc2c(c1)OCO2 | -1.6 | 3 | 3 | -0.4 | -14 | 1 | 5 | -2 | -2 | 1
COc1ccccc1NC(=O)CSc1nc2ccccc2n1C(C)=O | 1.6 | 8 | 0 | 0.3 | -17 | -2 | 2 | -3 | -6 | 0
N#Cc1ccccc1NC(=O)CSc1ccc([N+](=O)[O-])cn1 | 1.1 | -5 | 1 | -0.6 | -3 | -4 | 10 | -6 | -1 | 0
CN1CCN(C(=O)CCNC(=O)Cn2ccc3ccccc3c2=O)CC1 | 1.0 | -19 | 1 | 0.0 | 1 | 0 | 7 | -1 | 0 | -9
CCOc1ccc(NC(=O)Cn2c(=O)oc3cc(Cl)ccc32)cc1 | 1.6 | 0 | 2 | -1.0 | -13 | 3 | -5 | 4 | 0 | -19
Cc1csc(NC(=O)c2nc3nccc(C)n3n2)n1 | 2.8 | -17 | 0 | 0.2 | -3 | -1 | -8 | -4 | 9 | 8
CCn1c(SCC(N)=O)nnc1C(C)C | 2.6 | 3 | -2 | 0.0 | 0 | 2 | 4 | 5 | 3 | -5
Cc1ccc(Nc2cc(=O)n(C3CCCCC3)c(=O)[nH]2)cc1C | -3.8 | -11 | 6 | -1.5 | -1 | 10 | -4 | 27 | 6 | -1
CC(C)Cn1c(N)c(C(=O)COC(=O)c2cc3ccccc3cc2O)c(=O)n(C)c1=O | -1.1 | 5 | 9 | -0.4 | -8 | 1 | -15 | 5 | 7 | -3
C=CCN(Cc1ccc(OC)cc1OC)C(C#Cc1ccccc1)c1ccccc1 (stereo not given) | · | · | · | · | 4 | -2 | · | -3 | 0 | -7
COC(=O)c1ccc(N2CCN(C)CC2)c(NC(=O)COc2ccc(C)cc2)c1 | 0.8 | -3 | -11 | 0.1 | -2 | 2 | 6 | 1 | -1 | 2
COc1cc(OC)cc(-c2nnc(SCc3ccc(C(=O)O)cc3)o2)c1 | 2.2 | 2 | 14 | -0.1 | -4 | -5 | -6 | -1 | -6 | 3
C=CCOc1cccc(C(=O)N2CCCC(Nc3ccc4c(c3)OCCO4)C2)c1 (stereo not given) | -0.9 | -6 | -2 | -0.3 | 8 | 0 | -5 | 0 | 9 | -4
CC(=O)c1ccc(NC(=O)CN(c2c(C)cccc2C)S(C)(=O)=O)cc1 | 4.7 | -6 | 2 | -0.6 | -7 | 2 | -7 | -2 | 0 | 8
Cc1ccc2sc(-c3ccc(NC(=O)CCN4C(=O)c5ccccc5C4=O)cc3)nc2c1 | · | -1 | 2 | -0.5 | 7 | -5 | 6 | -11 | 5 | -50
CCOC(=O)c1[nH]c(C)c(C(=O)OCCN2C(=O)c3ccccc3C2=O)c1C | -0.5 | -10 | -5 | 0.1 | 3 | 13 | 2 | 15 | 4 | -6
CN(CC(=O)Nc1ccc(F)c(F)c1F)C(=O)C1CCCC1 | 0.4 | -16 | 1 | -0.3 | 1 | 6 | -4 | 1 | 4 | -4
Cc1cc2cc(CCNS(=O)(=O)c3ccc(F)cc3)c(=O)[nH]c2cc1C | -1.4 | 0 | 1 | 0.6 | -17 | 2 | -3 | -1 | 2 | -34
O=C1Cn2nnc(-c3ccccc3)c2C2c3ccccc3CCN12 (stereo not given) | · | 3 | 5 | -0.5 | 7 | 18 | -1 | 14 | -4 | -1
COc1ccc(CN2CC(C(=O)NCCCN3CCCC(C)C3)CC2=O)cc1 (stereo not given) | -2.2 | -1 | -2 | 0.3 | 4 | 4 | -3 | -2 | -4 | 7
O=[N+]([O-])c1cc(C(F)(F)F)ccc1Cl | -1.3 | -5 | 0 | -0.1 | -2 | 0 | 3 | -3 | 2 | -11
Cc1cc(-c2csc(NC(=O)c3ccc(=O)[nH]c3)n2)c(C)n1Cc1ccco1 | 0.0 | -5 | 29 | 0.6 | -2 | -17 | 12 | 0 | -10 | -3
CCOc1ccccc1OCCN1CCCC1 | -0.6 | -6 | 1 | -0.1 | -1 | 1 | 11 | 1 | 5 | 9
CCCc1cc(=O)[nH]c(-n2[nH]c3c(c2=O)CCCC3)n1 | -1.6 | 5 | -4 | 0.3 | 1 | 1 | -1 | -1 | 1 | -5
CC/C(=C\C1CCCCC1)C(NP(=O)(c1ccccc1)c1ccccc1)c1ccccc1 (stereo not given) | 13* | -5 | 1 | 0.4 | -3 | -15 | -6 | -20 | -4 | 11
Cc1nc2nc[nH]n2c(=O)c1NC(=O)c1c(-c2ccccc2Cl)noc1C | 0.6 | -12 | 2 | -0.5 | 1 | 3 | -1 | -4 | -3 | 5

High-throughput results deposited in PubChem by several laboratories.
